# hIAP activ – human IAP activation | purified human IAP, CDP-Star luminescence, 30 min; stronger effect = higher value; 1 = vehicle-only enzyme, 0 = enzyme-free background | activation factor at 10 µM | 0.16% of 330,000 active | AID 2524;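 active = activation factor of the enzyme at least 2-fold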; also: the source names both 10 and 20 µM as test concentration; values of inactives mirror those of a sister screen read the other way
# mIAP act – increases mouse intestinal alkaline phosphatase activity | muIAP, CDP-Star luminescence, 30 min; stronger effect = higher value; 1 = vehicle-only enzyme signal, 0 = enzyme-free wells | activation factor at 10 µM | 0.24% of 330,000 active;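 active = activation factor of at least 2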; also: the source names both 10 and 20 µM as test concentration; values of inactives mirror those of a sister screen read the other way
#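 System: Mouse IAP enzyme | Also added: CDP-Star substrate | Dosing: Compounds dispensed in DMSO | Schedule: 30 min enzyme-substrate-compound incubation at room temperature | Technique: Chemiluminescence readout | Control set: DMSO-only wells and no-enzyme negative control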
# A3G deaminase – inhibitors of human APOBEC3G DNA deaminase; Q9HC16; recombinant A3G, ssDNA deamination FAM/TAMRA fluorescence; inhibition, % at 20 µM; 0.28% of 330,000 active;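 active = inhibition of at least 40% at 20 µM, with no more than 30% in the related APOBEC3A deaminase screen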;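 also: plate controls were DMSO wells with A3G for no effect and wells lacking A3G enzyme for full effect; some compounds called inactive have numbers as strong as hits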
# Target sequence (Q9HC16 whole entry, looked up): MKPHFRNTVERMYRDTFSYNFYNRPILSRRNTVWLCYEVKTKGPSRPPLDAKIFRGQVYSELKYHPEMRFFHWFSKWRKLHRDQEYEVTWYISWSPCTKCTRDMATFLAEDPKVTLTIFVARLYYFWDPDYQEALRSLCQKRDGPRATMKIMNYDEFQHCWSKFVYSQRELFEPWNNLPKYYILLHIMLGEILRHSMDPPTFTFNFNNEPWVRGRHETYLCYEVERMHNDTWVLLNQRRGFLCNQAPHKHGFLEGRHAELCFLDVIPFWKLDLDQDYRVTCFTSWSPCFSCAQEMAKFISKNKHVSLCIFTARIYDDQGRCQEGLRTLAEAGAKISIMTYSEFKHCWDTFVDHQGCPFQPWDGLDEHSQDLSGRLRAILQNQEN
# MPTP block – blocks calcium-induced mitochondrial swelling; isolated mouse mitochondria, Ca2+ swelling absorbance, 30 min; inhibition, % at 10 µM; 1.4% of 360,000 active;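 active = inhibition of 50% or more, scaled per plate between neutral and stimulator controls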;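 also: 0% = DMSO wells given calcium and 100% = 1 mM EGTA wells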
# APOBEC3A inh – human APOBEC3A DNA deaminase inhibition; P31941; recombinant A3A, FAM/TAMRA ssDNA deamination fluorescence; inhibition, % at 20 µM; 0.41% of 330,000 active; AID 493011;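 active = at least 40% inhibition at 20 µM here, with at most 30% in a related deaminase screen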;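 also: plate controls were A3A with DMSO for no effect and wells lacking A3A enzyme for full effect; some results filed as inactive read as strong as hits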
# Target sequence (P31941 whole entry, looked up): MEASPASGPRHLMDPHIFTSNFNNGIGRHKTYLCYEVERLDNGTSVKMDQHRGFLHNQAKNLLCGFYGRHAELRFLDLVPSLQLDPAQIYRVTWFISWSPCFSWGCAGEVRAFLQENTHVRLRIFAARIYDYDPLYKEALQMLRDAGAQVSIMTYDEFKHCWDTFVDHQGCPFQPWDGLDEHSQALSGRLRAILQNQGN
# ATG4B inhibitor – blocks human ATG4B protease cleavage of LC3 substrate. inhibition, % at 8.33 µM. Q9Y4P1. ATG4B cleavage of LC3-PLA2, NBD-HPC fluorescence, 1 h. 0.51% of 340,000 active; in the data active = inhibition above about 40%
# Target sequence (Q9Y4P1 whole entry, looked up): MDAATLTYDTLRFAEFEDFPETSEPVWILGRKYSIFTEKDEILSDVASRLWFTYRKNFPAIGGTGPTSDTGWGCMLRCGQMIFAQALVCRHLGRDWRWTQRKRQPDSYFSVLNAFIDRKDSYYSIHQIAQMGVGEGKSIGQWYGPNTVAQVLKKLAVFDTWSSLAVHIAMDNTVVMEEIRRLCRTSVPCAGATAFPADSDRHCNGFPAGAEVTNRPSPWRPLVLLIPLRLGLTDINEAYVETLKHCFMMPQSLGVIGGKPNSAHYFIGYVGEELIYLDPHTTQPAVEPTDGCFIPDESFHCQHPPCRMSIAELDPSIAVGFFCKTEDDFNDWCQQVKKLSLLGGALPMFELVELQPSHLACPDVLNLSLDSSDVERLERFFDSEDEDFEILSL
# mIAP block – blocks mouse intestinal alkaline phosphatase; inhibition, % at 10 µM; purified mouse IAP, CDP-Star luminescence, 30 min; 0.2% of 330,000 active;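 active = inhibition of at least 40% at 10 µM in the primary screen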;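 also: plate controls were DMSO with enzyme for no effect and no enzyme wells for full effect; values of inactives mirror those of a sister screen read the other way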
# beta cell repl – induces beta-cell replication in MIN6 cells | proliferation, % at 10 µM | AID 2380 | 0.29% of 330,000 active | MIN6 cells proliferation, ATPlite luminescence, 48 h; cells starved in 0.2% serum; 100% = growth in 10% serum;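 active = compounds whose signal lies at least 3.5 SD above the mean of all wells on their plate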;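 also: 0% = DMSO-treated cells in low-serum medium and 100% = 10% serum control; some compounds called inactive have numbers as strong as hits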
# hIAP inh – blocks human intestinal alkaline phosphatase; P09923; purified IAP, CDP-Star luminescence, 30 min; inhibition, % at 10 µM; 0.12% of 330,000 active; AID 2544;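 active = inhibition reaching a set limit with compound at 10 µM in the primary screen, cut at about 35% in these data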;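 also: plate controls were DMSO wells with enzyme for no effect and no-enzyme buffer wells for full effect; values of inactives mirror those of a sister screen read the other way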
# * hit, by the source's call; . = no result given.
SMILES,hIAP activ,mIAP act,A3G deaminase,MPTP block,APOBEC3A inh,ATG4B inhibitor,mIAP block,beta cell repl,hIAP inh
CCC(C)NC(=O)C1c2ccccc2C(=O)N1Cc1ccccc1OC (stereo not given),0.888,1,-4.7,0.2,-1.9,-5.3,-0.1,1.2,11.2
CCN(CC)S(=O)(=O)c1ccc(C(=O)NCc2ccc3[nH]c4c(c3c2)CCCC4)cc1,0.966,1.03,-0.5,-2.3,-0.2,-15.6,-3.3,-5.8,3.4
COc1ccc(C=Nc2ccc3[nH]ncc3c2)c(O)c1,1.08,0.822,-3.4,0.0,-0.2,3.0,17.8,1.9,-8.3
C=CCOC(=O)C1=C[C@H](c2csc3ccccc23)[C@@H](CCCO)[C@H](OCC)O1,0.952,0.873,-8.8,0.3,-1.4,-15.9,12.7,-1.7,4.8
CCc1ccc(NC(=O)CCS(=O)(=O)c2cccc3nsnc23)cc1,1.13,0.947,-1.4,1.1,2.8,-11.2,5.3,-4.5,-13.4
COc1ccc(-c2ccc(Nc3ccc(S(=O)(=O)N4CCCC4)cc3)nn2)cc1OC,1.05,1.01,-7.4,0.3,-3.9,-8.6,-1.2,-6.1,-5.5
COc1cccc2c(N/N=C/c3ccccc3)cc(C)nc12,0.855,1.02,6.5,1.0,4.9,-5.6,-1.6,-0.1,14.5
Cc1ccc(NS(=O)(=O)c2ccc(N/N=C/c3ccccc3OCC(=O)O)c([N+](=O)[O-])c2)c(C)c1,0.821,0.815,5.2,7.2,9.5,25.2,18.5,-3.0,17.9
CC(NC(=S)NCc1ccccc1)C12CC3CC(CC(C3)C1)C2 (stereo not given),1.16,1.92,-1.6,-2.6,-1.7,-1.7,-92.4,-5.3,-15.8
O=C(Cn1nc(Br)nc1Br)c1ccccc1,0.89,0.992,-4.2,1.1,2.6,3.5,0.8,-2.3,11.0
CCOC(=O)C1CCCN(C(=O)c2cccc(S(=O)(=O)N(Cc3ccccc3)c3ccccc3OC)c2)C1 (stereo not given),0.982,0.917,-6.7,-1.3,-1.4,0.7,8.3,-5.7,1.8
Cc1ccc(O/C=C2\OC(=O)c3ccccc32)cc1,1.25,0.968,13.2,-0.7,-5.0,-11.2,3.2,0.1,-24.6
Cc1cccc(-c2noc(CCC(=O)N3CCN(c4cc(C)ccc4C)CC3)n2)c1,.,0.984,2.1,0.6,2.9,3.3,1.6,.,.
CC(=O)Nc1ccc(CN2CCCCCC2)cc1,0.897,0.964,-8.3,0.3,-4.0,1.5,3.6,5.5*,10.3
COc1cccc(C(=O)N2CCCC(CCC(=O)NCc3ccc(F)c(F)c3)C2)c1 (stereo not given),1.01,0.996,0.0,1.3,0.1,-0.6,0.4,2.2,-1.4
COc1ccc(C2C(C(=O)Nc3cccnc3)=C(C)Nc3nc(-c4cccs4)nn32)cc1 (stereo not given),1.15,1.01,-6.0,-4.8,1.8,-11.7,-1.0,0.3,-14.7
COC(=O)CN=Cc1c(C)[nH]n(-c2ccccc2)c1=O,0.956,1,-7.4,0.6,-2.2,-9.7,-0.5,-1.1,4.4
Cn1c(C(=O)N2CCN(c3ccccn3)CC2)cc2ccccc21,1.06,1.05,-0.8,0.1,9.5,-2.2,-4.6,-2.5,-5.6
Cc1cc2nc3c(=O)n(Cc4ccccc4)c(=O)[nH]c3nc2cc1N,1.15,0.65,-2.6,1.3,-2.7,-29.8,35.0,-5.2,-14.6
CCOC(=O)C(NS(=O)(=O)c1ccc(C)cc1)(C(F)(F)F)P(=O)(OCC(C)C)OCC(C)C (stereo not given),0.811,0.972,-1.6,0.0,-1.5,10.0,2.8,0.0,18.9
COC(=O)c1ccc(/C=N\NC(=O)c2ccc(C)cc2Cl)cc1,0.86,0.972,-4.5,0.2,-4.0,-8.4,2.8,-2.2,14.0
Cn1c(CNC(=O)c2ccc(Cl)cc2)nnc1SCC(=O)N1CCOCC1,1.1,1.06,-0.6,-0.2,-2.9,5.7,-6.3,-1.8,-10.0
CCc1nn(-c2ccccc2)c2c1-c1cc(OC)c(OC)cc1C1(N2)C(=O)Nc2ccccc21 (stereo not given),0.867,0.873,-8.6,1.8,-13.0,-9.2,12.7,-5.7,13.3
COc1ccc(CCNC(=O)c2cc(=O)[nH]c3ccccc23)cc1,0.899,0.959,-10.8,-0.6,-4.7,-5.2,4.1,1.8,10.1
CCCCCC(=O)Nc1cccc(C2=NOC3(C2)C[C@H](C(N)=O)N(C(=O)CCCCC)C3)c1 (stereo not given in full),1.03,1.17,-3.3,-1.5,0.4,-9.1,-17.3,-1.4,-3.3

# Compound profiles, as listed above. Order of screens: hIAP activ	mIAP act	A3G deaminase	MPTP block	APOBEC3A inh	ATG4B inhibitor	mIAP block	beta cell repl	hIAP inh
# CCC(C)NC(=O)C1c2ccccc2C(=O)N1Cc1ccccc1OC (stereo not given) is listed with 0.888	1	-4.7	0.2	-1.9	-5.3	-0.1	1.2	11.2
# CCc1ccc(NC(=O)CCS(=O)(=O)c2cccc3nsnc23)cc1 is listed with 1.13	0.947	-1.4	1.1	2.8	-11.2	5.3	-4.5	-13.4

# Taken from the results shown for reference:
SMILES,hIAP activ,mIAP act,A3G deaminase,MPTP block,APOBEC3A inh,ATG4B inhibitor,mIAP block,beta cell repl,hIAP inh
CCN(CC)S(=O)(=O)c1ccc(C(=O)NCc2ccc3[nH]c4c(c3c2)CCCC4)cc1,0.966,1.03,-0.5,-2.3,-0.2,-15.6,-3.3,-5.8,3.4
COc1ccc(C=Nc2ccc3[nH]ncc3c2)c(O)c1,1.08,0.822,-3.4,0.0,-0.2,3.0,17.8,1.9,-8.3
C=CCOC(=O)C1=C[C@H](c2csc3ccccc23)[C@@H](CCCO)[C@H](OCC)O1,0.952,0.873,-8.8,0.3,-1.4,-15.9,12.7,-1.7,4.8
CCc1ccc(NC(=O)CCS(=O)(=O)c2cccc3nsnc23)cc1,1.13,0.947,-1.4,1.1,2.8,-11.2,5.3,-4.5,-13.4
COc1ccc(-c2ccc(Nc3ccc(S(=O)(=O)N4CCCC4)cc3)nn2)cc1OC,1.05,1.01,-7.4,0.3,-3.9,-8.6,-1.2,-6.1,-5.5
COc1cccc2c(N/N=C/c3ccccc3)cc(C)nc12,0.855,1.02,6.5,1.0,4.9,-5.6,-1.6,-0.1,14.5
Cc1ccc(NS(=O)(=O)c2ccc(N/N=C/c3ccccc3OCC(=O)O)c([N+](=O)[O-])c2)c(C)c1,0.821,0.815,5.2,7.2,9.5,25.2,18.5,-3.0,17.9
CC(NC(=S)NCc1ccccc1)C12CC3CC(CC(C3)C1)C2 (stereo not given),1.16,1.92,-1.6,-2.6,-1.7,-1.7,-92.4,-5.3,-15.8
O=C(Cn1nc(Br)nc1Br)c1ccccc1,0.89,0.992,-4.2,1.1,2.6,3.5,0.8,-2.3,11.0
CCOC(=O)C1CCCN(C(=O)c2cccc(S(=O)(=O)N(Cc3ccccc3)c3ccccc3OC)c2)C1 (stereo not given),0.982,0.917,-6.7,-1.3,-1.4,0.7,8.3,-5.7,1.8
Cc1ccc(O/C=C2\OC(=O)c3ccccc32)cc1,1.25,0.968,13.2,-0.7,-5.0,-11.2,3.2,0.1,-24.6
Cc1cccc(-c2noc(CCC(=O)N3CCN(c4cc(C)ccc4C)CC3)n2)c1,.,0.984,2.1,0.6,2.9,3.3,1.6,.,.
CC(=O)Nc1ccc(CN2CCCCCC2)cc1,0.897,0.964,-8.3,0.3,-4.0,1.5,3.6,5.5*,10.3
COc1cccc(C(=O)N2CCCC(CCC(=O)NCc3ccc(F)c(F)c3)C2)c1 (stereo not given),1.01,0.996,0.0,1.3,0.1,-0.6,0.4,2.2,-1.4

# More results follow.
SMILES,hIAP activ,mIAP act,A3G deaminase,MPTP block,APOBEC3A inh,ATG4B inhibitor,mIAP block,beta cell repl,hIAP inh
COc1ccc(N2C(=O)C3CCCN3C2c2cccc(C)c2)cc1 (stereo not given),0.895,0.988,-6.1,-1.5,-0.9,-0.2,1.2,-1.8,10.5
COc1ccccc1C1C(C#N)=C(N)N(c2cccnc2)C2=C1C(=O)CC(C)(C)C2 (stereo not given),0.977,0.992,-4.4,0.6,-3.2,0.8,0.8,-2.3,2.3
O=C(NCCN1CCOCC1)Nc1ccc(F)cc1,0.967,0.991,-6.8,-3.8,-0.8,-11.7,0.9,-1.8,3.3
CCOCCCNS(=O)(=O)c1cc(Br)cc2c1N(C(=O)C1CC1)CC2,0.913,0.939,-1.4,0.1,2.0,-5.5,6.1,1.6,8.7
COc1ccc(C2c3ccc(O)cc3Oc3ncn4nc(-c5ccco5)nc4c32)cc1OC (stereo not given),0.87,0.819,-4.5,2.2,1.5,-9.7,18.1,4.1,13.0
COc1ccc(CCNC(=O)COc2ccc(S(=O)(=O)NC3CCCCC3)cc2Cl)cc1OC,1.11,1.11,0.1,1.6,1.7,-15.9,-11.4,1.8,-10.8
COc1ccc(NC(=O)C2CC(=O)N(CCc3ccc(Cl)cc3)C2)cc1 (stereo not given),1.23,1.01,-5.8,0.9,-1.6,-1.7,-1.0,1.7,-22.6
O=C(Cc1ccccc1)NCCSC1CCCCC1,1.18,1.12,-0.5,-0.7,2.4,-5.4,-11.9,-1.3,-18.0
CCN(c1cccc(C)c1)S(=O)(=O)c1csc(C(N)=O)c1,0.886,1.01,0.4,-0.7,1.6,-1.1,-1.0,-1.2,11.4
Cc1ccc(-c2nn3nnnc3c3ccccc23)cc1,0.92,1.05,-9.1,0.5,-2.2,-21.5,-5.5,-0.7,8.0
CN(C)c1nc(OCCNC(=O)COc2ccc(Cl)cc2Cl)nc(N(C)C)n1,1.04,1.02,-7.9,1.0,-0.7,-8.9,-2.2,-1.2,-3.9
COc1ccccc1NS(=O)(=O)c1ccc(O)cc1,0.981,0.743,81.2*,7.0,1.1,-1.7,25.7,-2.4,1.9
CCCCCCSc1nnc(-c2cnn(-c3ccccc3)c2-n2cccc2)n1C,0.95,0.998,-0.6,-4.2,6.1,43.9*,0.2,-3.4,5.0
O=C(Nc1ccc(Oc2cccnc2)cc1)c1ccccc1Cl,1.12,0.993,-3.7,3.2,-1.7,-5.1,0.7,2.7,-12.4
CN1CCc2nc(SCC(=O)Nc3cccc(F)c3)c(C#N)c(-c3cccs3)c2C1,0.905,0.752,7.5,-0.8,-2.3,8.6,24.8,-4.3,9.5
O=C(NCC(=O)N1CCCC(C(F)(F)F)C1)c1ccc2ccccc2c1 (stereo not given),1.04,1.07,-5.3,-0.2,-1.7,-4.9,-7.0,-1.9,-4.1
O=C1N=C(N2CCCC2)S/C1=C\c1cccc(Br)c1,1.09,0.937,-5.1,-1.5,-2.9,2.4,6.3,-5.2,-8.9
CCCn1c(Nc2ccccc2)nc2ccccc21,0.999,1.01,-4.1,0.7,4.0,0.3,-0.8,-1.8,0.1
Oc1ccc(CNCC2COc3ccccc3O2)cc1 (stereo not given),1.06,1.05,-2.6,2.0,-0.4,-4.8,-4.9,4.1,-6.3
COCCCNC(=O)CC(C)c1ccccc1 (stereo not given),1.03,1.08,-7.7,0.0,7.3,-1.2,-7.9,-1.1,-3.3
CCCNC(=O)C1(O)c2cc(Br)ccc2NC(=O)N1c1ccc(Cl)cc1 (stereo not given),1.09,1.03,0.7,-0.4,0.9,0.5,-2.9,-1.3,-9.2
Cc1cc(N2CCCCC2C)nc(-c2ccccc2O)n1 (stereo not given),1.05,1.02,-4.6,1.7,-0.3,-0.3,-1.7,-0.9,-5.1
CN1OC(COC(=O)c2ccccc2)CC1c1ccccc1 (stereo not given),1.04,0.934,-0.8,23.8,1.8,-8.2,6.6,-5.0,-3.8

# High-throughput results from PubChem BioAssay.
